# Screening results (PubChem BioAssay)
# Peg3 prom inh = Peg3 promoter-driven luciferase inhibitors, primary screen, cell-based, HeLa, luciferase luminescence; HeLa PEG-Prom luciferase reporter, overnight; inhibition, % at 20 µM; 1.7% of 360,000 active; AID 588405, 2011;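 active = inhibition of at least 50% at 20 µM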
# CaV13 FRET inh = Disruptors of the CACNA1D IQ motif to Ca2+-dependent inactivation inhibitor domain association, primary screening, Förster resonance energy transfer in intact living … | AID 743397 | 0.098% of 340,000 active | HEK cells, CFP/YFP FRET ICDI-IQ, plate reader, 10 min; percent FRET-ratio fall versus neutral wells | inhibition, % at 12.3 µM;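 active = mean replicate inhibition of at least 30% and at least 1% of replicates passing that level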;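 note: 0% = median of the neutral control wells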
# hiPSC survival = enhancers of single-cell hiPSC survival, primary screen, ATPlite luminescence | survival enhancement, % at 20 µM | 100% = ROCK inhibitor wells, 0% = DMSO | AID 602274, 2012 | 0.044% of 360,000 active; in the data active = survival enhancement above about 18%;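 note: cells exposed to compounds for 16 hours before the ATP read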
# Shn3 inh set2 = reduction of Shn3 3'UTR firefly luciferase signal, primary screen, Schnurri-3 inhibitor project, cell-based, Clone20 osteoblasts, set 2 | Clone20 osteoblast Shn3 3'UTR firefly luciferase, 24 h | inhibition, % at 12.5 µM | 0.52% of 360,000 active;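 active = mean inhibition of at least 75% with every replicate also reaching 75%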;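 note: 0% = median of neutral control wells and 100% = pilot-screen positive control compound; some compounds past the cut are filed as inactive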
# NR2E3 ag-1 = NR2E3 agonists in two-hybrid cells, primary screen, cell-based, luminescence, CHO-S, Gal4-NCOR/VP16-NR2E3. Photoreceptor-specific nuclear receptor (Homo sapiens), Q9Y5X4. 0.35% of 360,000 active. AID 602229, 2012. inhibition of corepressor binding, % at 3.98 µM. luciferase;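 active = inhibition above the mean of all tested compounds plus 3 SD, cut at about 70% in these data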;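 note: 0% = DMSO with NR2E3 transfected cells and 100% = cells lacking NR2E3 construct; higher means lower luciferase signal from less NR2E3 corepressor binding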
# Cardio protect = cardioprotection against H2O2-induced cell death, primary screen, uHTS, H9c2 cells, ATPLite luminescence. 0.63% of 360,000 active. H9c2 cardiomyocytes, H2O2 injury protection, 2 h. AID 588492, 2011. protection from H2O2 cell death, % at 20 µM;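 active = compounds giving at least 50% protection of heart cells from peroxide-induced death in the single-dose screen, raw or plate-pattern-corrected value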;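 note: 0% = DMSO wells with peroxide and 100% = DMSO wells without peroxide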
# HIF-2a inh = HIF-2a reporter inhibitors, primary screen, luminescence, 786-0 RCC cells; 786-0 RCC cells HIF-2a reporter, luciferase luminescence, overnight; inhibition, % at 18.8 µM; 0.72% of 360,000 active; AID 624352, 2012;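 active = inhibition of the luminescence signal of 40% or more relative to plate controls, in a single-dose primary screen at 18.75 µM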
# m5-HT2A agonist = mouse Htr2a agonists via beta-arrestin recruitment, primary screen, cell-based, luminescence; 5-hydroxytryptamine receptor 2A (Mus musculus), P35363; CHO-K1 mHTR2A beta-arrestin complementation; percent of 30 µM serotonin response; activation, % at 7.6 µM; 0.66% of 360,000 active; AID 624169, 2012;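 active = activation above a run cutoff, the mean activation of all tested compounds plus 3 SD, cut at about 14% in these data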;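 note: 0% = plate median of compound wells and 100% = 30 µM serotonin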
# TRPM1 prom inh = inhibitors of MITF-dependent TRPM1 promoter reporter, primary screen, cell-based, SK-MEL-5, single point, luciferase; SK-MEL-5 TRPM1 promoter luciferase, 24 h; inhibition, % at 12.5 µM; 0.83% of 330,000 active;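 active = mean inhibition across replicates of 60% or more, whatever share of single replicates reaches that level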; note: values of inactives mirror those of a sister screen read the other way
# NR2E3 ag-2 = inhibitors of NR2E3-RetCOR corepressor binding, primary screen, NR2E3 agonist project, biochemical, TR-FRET, GST-NR2E3, biotin-RetCOR. Photoreceptor-specific nuclear receptor (Homo sapiens), Q9Y5X4. 1536-well. inhibition of corepressor binding, % at 4.78 µM. 0.12% of 320,000 active. AID 2300, 2010;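 active = percent inhibition above the cutoff of mean plus 3 SD of all tested compounds, set per screening campaign, cut at about 20% in these data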;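 note: 0% = DMSO wells and 100% = biotin wells as full block of FRET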
#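 Format: 1536-well format; test system: GST-NR2E3 and biotin-RetCOR proteins; read-out basis: percent inhibition of TR-FRET ratio; timing: 5 h incubation at 4 °C; detection: time-resolved FRET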
# PDI turbidity = inhibitors of human PDI, primary screen, biochemical, turbidity, single point, plate reader | Protein disulfide-isomerase (Homo sapiens), P07237 | PDI insulin aggregation turbidity, A650, 90 min | inhibition, % at 10 µM | 0.052% of 350,000 active | AID 588391, 2011;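 active = mean inhibition across replicates of 30% or more, whatever share of single replicates reach that level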;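 note: absorbance from insulin aggregation driven by PDI reduction with DTT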
# Target sequence (P07237 whole entry, looked up): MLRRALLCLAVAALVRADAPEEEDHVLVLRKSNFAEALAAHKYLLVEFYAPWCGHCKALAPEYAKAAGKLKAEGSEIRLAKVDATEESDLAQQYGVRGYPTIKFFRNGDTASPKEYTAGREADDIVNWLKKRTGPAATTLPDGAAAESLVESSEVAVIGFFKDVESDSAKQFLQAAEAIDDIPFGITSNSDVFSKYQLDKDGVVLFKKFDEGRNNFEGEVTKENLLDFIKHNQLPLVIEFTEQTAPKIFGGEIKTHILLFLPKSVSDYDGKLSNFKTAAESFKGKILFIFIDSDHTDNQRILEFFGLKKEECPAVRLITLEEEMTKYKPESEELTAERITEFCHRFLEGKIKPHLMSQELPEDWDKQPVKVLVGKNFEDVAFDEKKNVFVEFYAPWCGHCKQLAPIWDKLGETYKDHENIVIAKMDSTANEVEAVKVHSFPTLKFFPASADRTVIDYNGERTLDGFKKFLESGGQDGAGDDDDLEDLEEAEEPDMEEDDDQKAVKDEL
# * hit, by the source's call; / = no result given.
entry | structure | Peg3 prom inh | CaV13 FRET inh | hiPSC survival | Shn3 inh set2 | NR2E3 ag-1 | Cardio protect
1 | Cc1ccc(C)c(C(=O)N2CCC(n3nccc3NC(=O)C3CC3)CC2)c1 | 3.1 | -3.3 | -0.4 | 18.9 | -26.5 | 6.6
2 | Cc1cc(C(=O)OC(C)C(=O)Nc2cccc(Cl)c2)on1 (centres undefined) | -23.2 | -6.7 | -0.6 | -13.0 | -4.4 | -12.6
3 | Cc1ccsc1C=C1C(=O)c2ccccc2C1=O | -5.1 | -5.4 | -2.7 | -27.4 | -17.7 | -1.6
4 | CC(C)(C)OC(=O)N(Cc1ccccc1)Cc1cccc(OCc2cccc(NC(=O)c3ccccc3)c2)c1 | 2.6 | -7.5 | -1.7 | 8.5 | -13.3 | -17.6
5 | COc1ccc(OC)c2[nH]c(C(=O)N3CCC(C(=O)O)CC3)cc12 | -3.4 | -13.7 | -0.5 | -11.1 | -7.7 | 2.9
6 | N#CC(c1ccc(N)cc1)C(CC(=O)c1ccccc1)c1ccccc1 (centres undefined) | -57.7 | -6.5 | -4.1 | -10.2 | -30.4 | -9.1
7 | COC(=O)c1[nH]c2ccccc2c1NC(=O)CN1CCN(Cc2ccc3c(c2)OCO3)CC1 | 4.9 | / | 4.3 | 12.8 | 3.5 | 19.2
8 | OC(CSc1ccccc1)CN1CCN(c2ccc(Cl)cc2)CC1 (centres undefined) | -66.1 | -8.7 | -3.9 | 14.2 | -2.0 | 0.2
9 | Cc1ccc(S(=O)(=O)N(C)Cc2ccc(-c3nnc4n3CCC4)cc2)cc1 | -6.7 | -2.0 | -2.1 | 5.9 | -14.0 | 1.0
10 | CCOC(=O)CNC(=O)CNC(=O)Cn1ccc2ccccc2c1=O | -2.0 | -3.3 | -0.3 | 9.4 | -10.7 | -2.2
11 | O=C(NCc1cccs1)C1CC(c2ccc(Cl)c(Cl)c2)=NO1 (centres undefined) | -10.1 | -4.6 | -1.0 | 3.0 | -14.0 | -20.5
12 | CN1C(=O)NC(c2ccccc2Cl)C2=C1CC(C)(C)CC2=O (centres undefined) | 13.2 | -3.1 | -0.6 | 7.1 | -26.6 | 11.6

entry | HIF-2a inh | m5-HT2A agonist | TRPM1 prom inh | NR2E3 ag-2 | PDI turbidity
1 | 6.6 | -3.8 | -8.7 | 0.7 | 0.6
2 | -2.5 | 0.3 | 8.9 | / | 0.0
3 | 10.0 | 0.6 | -0.9 | 1.1 | -9.7
4 | 5.5 | -4.7 | -0.2 | / | -5.0
5 | 12.3 | 0.4 | 0.5 | -4.2 | 3.0
6 | -69.0 | -1.0 | / | / | -10.8
7 | 13.5 | 1.9 | 7.0 | 3.0 | -0.8
8 | -75.1 | -1.6 | 13.3 | / | -3.5
9 | -15.5 | 0.8 | 10.8 | -1.4 | 1.2
10 | 18.2 | 1.4 | 16.7 | 4.2 | -3.5
11 | -56.4 | -2.1 | 16.5 | -3.1 | -3.5
12 | 10.5 | -5.7 | -3.4 | -0.1 | 26.2

# In the list so far, four have sulfur:
entry | structure | Peg3 prom inh | CaV13 FRET inh | hiPSC survival | Shn3 inh set2 | NR2E3 ag-1 | Cardio protect
3 | Cc1ccsc1C=C1C(=O)c2ccccc2C1=O | -5.1 | -5.4 | -2.7 | -27.4 | -17.7 | -1.6
8 | OC(CSc1ccccc1)CN1CCN(c2ccc(Cl)cc2)CC1 (centres undefined) | -66.1 | -8.7 | -3.9 | 14.2 | -2.0 | 0.2
9 | Cc1ccc(S(=O)(=O)N(C)Cc2ccc(-c3nnc4n3CCC4)cc2)cc1 | -6.7 | -2.0 | -2.1 | 5.9 | -14.0 | 1.0
11 | O=C(NCc1cccs1)C1CC(c2ccc(Cl)c(Cl)c2)=NO1 (centres undefined) | -10.1 | -4.6 | -1.0 | 3.0 | -14.0 | -20.5

entry | HIF-2a inh | m5-HT2A agonist | TRPM1 prom inh | NR2E3 ag-2 | PDI turbidity
3 | 10.0 | 0.6 | -0.9 | 1.1 | -9.7
8 | -75.1 | -1.6 | 13.3 | / | -3.5
9 | -15.5 | 0.8 | 10.8 | -1.4 | 1.2
11 | -56.4 | -2.1 | 16.5 | -3.1 | -3.5

# Returning to the listing with the 2 entries that preceded the break.
entry | structure | Peg3 prom inh | CaV13 FRET inh | hiPSC survival | Shn3 inh set2 | NR2E3 ag-1 | Cardio protect
11 | O=C(NCc1cccs1)C1CC(c2ccc(Cl)c(Cl)c2)=NO1 (centres undefined) | -10.1 | -4.6 | -1.0 | 3.0 | -14.0 | -20.5
12 | CN1C(=O)NC(c2ccccc2Cl)C2=C1CC(C)(C)CC2=O (centres undefined) | 13.2 | -3.1 | -0.6 | 7.1 | -26.6 | 11.6
13 | CO/N=C/C(C#N)=C/c1ccc(OC)c(OC)c1 | -35.8 | 2.8 | 0.0 | -12.6 | 5.3 | -0.6
14 | CCCCCCc1cc2cc(C(=O)NC)c(=N)oc2cc1O | 15.8 | / | 2.8 | 3.9 | -3.0 | -25.3
15 | COc1ccc(NC(=O)COC(=O)C23CC4CC(CC(NC(C)=O)(C4)C2)C3)cc1S(=O)(=O)N1CCOCC1 | 2.6 | -5.9 | -0.3 | 20.6 | -1.1 | -3.0
16 | COc1ccc(-c2nc3cc(NC(=O)Cc4ccc(OC)c(OC)c4)ccc3o2)cc1 | -65.2 | -3.9 | 1.5 | 53.3 | 11.0 | -16.8
17 | COC(=O)c1cc(CNC(=O)CCCSc2ccccc2)ccc1OC | -9.5 | -3.0 | 0.0 | -2.4 | -15.2 | 3.3
18 | CSc1ncccc1C(=O)NCCc1ccccc1F | -17.3 | -18.4 | -0.7 | 2.9 | -4.5 | -0.4
19 | Cc1ccc(S(=O)(=O)N2CCC(=O)N(CCOCc3ccccc3)CC2)cc1 | 10.8 | -11.1 | -1.5 | 10.0 | -8.3 | -3.4
20 | CCOc1ccc(NC(=S)Nc2ccc3nsnc3c2)cc1 | -124.3 | -8.4 | -0.3 | -18.7 | -29.5 | -19.1
21 | COC(=O)c1cc(=O)n2c(sc3ccccc32)c1C#N | -2.6 | -4.5 | 1.2 | 12.9 | -5.3 | -0.4

entry | HIF-2a inh | m5-HT2A agonist | TRPM1 prom inh | NR2E3 ag-2 | PDI turbidity
11 | -56.4 | -2.1 | 16.5 | -3.1 | -3.5
12 | 10.5 | -5.7 | -3.4 | -0.1 | 26.2
13 | -24.2 | 2.1 | -8.6 | 0.0 | -0.3
14 | -13.2 | 5.8 | -2.9 | 2.7 | -4.3
15 | 16.5 | -4.8 | 5.3 | / | -0.6
16 | -99.3 | 6.2 | 28.2 | -0.8 | -15.8
17 | -10.2 | 3.4 | 3.5 | / | 4.9
18 | -24.0 | -0.4 | -15.6 | 1.3 | -2.2
19 | 1.0 | 6.2 | -0.5 | 3.3 | -2.2
20 | -238.6 | -0.5 | -23.4 | 31.4* | 1.3
21 | 2.2 | 1.8 | 5.2 | 2.2 | -12.4
